Assay outcomes: PubChem BioAssay, several laboratories
RORA act = activators of orphan receptor RORA, primary screen, cell-based, luminescence; Nuclear receptor ROR-alpha (Homo sapiens), P35398; CHO-K1 Gal4-RORA LBD luciferase reporter; percent increase over mock-subtracted basal signal; activation, % at 10 µM; 65,000 tested, 1.5% active; AID 560, 2006;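 active = activation above the mean of all tested compounds plus 3 SD, cut at about 49% in these data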;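 also: 0% = DMSO-treated RORA cells and 100% = added signal equal to DMSO minus mock-transfected cells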
Cdc25B block = inhibitors of Cdc25B phosphatase catalytic domain, primary screen, biochemical, OMFP fluorescence | M-phase inducer phosphatase 2 (Homo sapiens), P30305 | 65,000 tested, 0.1% active | inhibition, %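 (compounds tested at 10 µM final in the well)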 | AID 368, 2006 | recombinant Cdc25B, OMFP fluorescence Ex485/Em525; in the data active = inhibition above about 50%
Hsp90 inh = tumor Hsp90 inhibitors, primary screen, cell lysate, fluorescence polarization, NCI-N417 lysate | Cy3B-geldanamycin FP displacement | inhibition, % at 30 µM | 64,000 tested, 0.35% active | AID 429, 2006;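 active = inhibition above 50%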;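 also: 0% = tracer plus lysate wells and 100% = tracer alone without lysate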
TNAP act mid DEA = human TNAP enzyme activators, primary screen, biochemical, luminescent, intermediate phosphate acceptor level; Alkaline phosphatase, tissue-nonspecific isozyme (Homo sapiens), P05186; purified TNAP, CDP-star luminescence, 100 mM DEA, 30 min; stronger effect = higher value; scale: 0 levamisole-inhibited, 1 vehicle-only enzyme; activation factor at 20 µM; 64,000 tested, under 10 active; AID 813, 2007;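 active = activation factor of at least 2 at 20 µM, relative to controls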
Target sequence (P05186 whole entry, looked up): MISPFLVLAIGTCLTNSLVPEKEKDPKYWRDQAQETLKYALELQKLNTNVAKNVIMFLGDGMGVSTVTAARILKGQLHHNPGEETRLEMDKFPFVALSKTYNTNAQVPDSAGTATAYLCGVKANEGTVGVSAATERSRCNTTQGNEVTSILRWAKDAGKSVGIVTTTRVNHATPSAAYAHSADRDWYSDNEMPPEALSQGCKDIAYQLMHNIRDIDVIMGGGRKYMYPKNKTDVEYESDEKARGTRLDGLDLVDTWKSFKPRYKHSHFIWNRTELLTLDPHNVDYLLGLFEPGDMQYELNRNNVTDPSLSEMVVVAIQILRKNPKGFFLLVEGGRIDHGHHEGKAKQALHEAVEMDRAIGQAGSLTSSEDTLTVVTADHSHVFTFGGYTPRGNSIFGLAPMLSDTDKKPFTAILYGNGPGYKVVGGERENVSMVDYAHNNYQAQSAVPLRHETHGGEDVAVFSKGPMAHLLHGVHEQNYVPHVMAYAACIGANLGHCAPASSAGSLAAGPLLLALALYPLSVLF
FXIIa mix inh = human factor XIIa inhibitors, primary screen, biochemical, pooled compound mixtures, fluorogenic substrate; Coagulation factor XII (Homo sapiens), P00748; purified FXIIa; inhibition, % at 5 µM; 62,000 tested, 0.2% active; AID 684, 2007; in the data active = inhibition above about 20%, passing the limit was not always enough;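 also: 0% = enzyme without compound and 100% = no enzyme blank; some results filed as inactive read as strong as hits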
Target sequence (P00748 20-372 limits assumed): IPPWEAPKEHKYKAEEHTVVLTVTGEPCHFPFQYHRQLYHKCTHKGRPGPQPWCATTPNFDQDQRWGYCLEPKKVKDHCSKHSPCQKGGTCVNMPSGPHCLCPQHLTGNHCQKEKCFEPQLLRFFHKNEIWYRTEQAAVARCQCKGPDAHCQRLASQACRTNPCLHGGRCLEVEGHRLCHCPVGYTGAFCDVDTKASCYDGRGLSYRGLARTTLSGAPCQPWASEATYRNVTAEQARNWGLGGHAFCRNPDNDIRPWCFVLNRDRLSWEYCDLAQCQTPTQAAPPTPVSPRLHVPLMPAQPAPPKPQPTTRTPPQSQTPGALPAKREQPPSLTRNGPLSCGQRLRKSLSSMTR
Target sequence (P00748 373-615 limits assumed): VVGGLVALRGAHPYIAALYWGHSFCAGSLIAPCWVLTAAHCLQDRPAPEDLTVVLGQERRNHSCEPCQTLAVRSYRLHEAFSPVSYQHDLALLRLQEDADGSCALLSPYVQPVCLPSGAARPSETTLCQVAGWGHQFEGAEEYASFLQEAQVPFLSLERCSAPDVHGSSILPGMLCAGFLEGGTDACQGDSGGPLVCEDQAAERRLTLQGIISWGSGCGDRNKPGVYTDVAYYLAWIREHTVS
D1 allo mod = D1 CRE-luciferase signal change, two-sided – cell-based, HEK293 D1, dopamine EC30, D1 allosteric modulator project, primary screen; 58,000 tested, 5.9% active; AID 641, 2007; D(1A) dopamine receptor (Homo sapiens), P21728; B-score at 10 µM; dopamine EC30 potentiation; actives deviate in either direction;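 active = luminescence count or its row- and column-corrected plate score outside the 99.7% band of the plate's sample wells, on either side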
MKP-1 inh = MKP-1 phosphatase inhibitors, primary screen, biochemical, in vitro | AID 374, 2006 | inhibition, %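 (compounds tested at a single concentration somewhere between 10 and 100 µM)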 | Dual specificity protein phosphatase 1 (Homo sapiens), P28562 | recombinant MKP-1, OMFP hydrolysis fluorescence | 65,000 tested, 0.15% active;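 active = inhibition above about 50%, limit read from the data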;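 also: 0% = DMSO max control wells and 100% = wells with enzyme stopped by NaOH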
SF1 activator = activators of human SF-1, primary screen, cell-based, CHO-K1, Gal4-SF-1 LBD, luciferase luminescence | 65,000 tested, 1.9% active | CHO-K1 Gal4-SF-1 LBD luciferase reporter; % increase over DMSO SF-1-specific signal | Steroidogenic factor 1 (Homo sapiens), Q13285 | activation, % at 10 µM | AID 522, 2006;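 active = activation above the mean activation of all tested compounds plus 3 SD, cut at about 50% in these data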
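Material: CHO-K1 cells with Gal4–hSF-1 LBD chimera plus Gal4-driven luciferase / Input: 4,000 CHO-K1 cells per well / Incubation: compound exposure 20 h at 37 °C / Signal: luminescence read 15 min after SteadyLite luciferase reagent, after room-temperature equilibration / Read-out: percent activation versus DMSO / Benchmarks: DMSO negative control and −SF1 background wells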
HER2 expr 66K = inhibitors of Her2 protein expression, primary screen, SKBR-3 cells, AlphaScreen, 66K library; Receptor tyrosine-protein kinase erbB-2 (Homo sapiens), P04626; SKBR-3 HER2 protein level, 18-24 h; stronger effect = lower value; HER2 level % of control, % at 10 µM; 65,000 tested, 0.69% active; AID 645, 2007;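 active = HER2 level under 5% of the carrier-only control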;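 also: 100% = DMSO carrier and 0% = 500 nM PU-H71 HSP90 inhibitor; lower value means stronger loss of Her2 protein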
The depositor's hits bear a star; . = not tested or not shown.

Key to letters: A = RORA act; B = Cdc25B block; C = Hsp90 inh; D = TNAP act mid DEA; E = FXIIa mix inh; F = D1 allo mod; G = MKP-1 inh; H = SF1 activator; I = HER2 expr 66K
> CCCCCn1c(=O)[nH]c2cc(C(=O)NCCN3CCOCC3)ccc2c1=O
  A: -6; B: -3; C: -6; D: 0.9; E: 13; F: -0.0024; G: 4; H: -4; I: .
> OCCNC1=NCCN1
  A: 0; B: 0; C: -5; D: 0.9; E: 5; F: .; G: -3; H: -8; I: 115
> COc1cc(NC(=O)c2ccco2)c(OC)cc1NC(=O)CSc1nnc(-c2cccs2)n1C
  A: -14; B: -8; C: -2; D: 1; E: 0; F: 0.16; G: 38; H: 22; I: 60
> CCOc1ccccc1OCCCC(=O)Nc1ccc(OC)nc1
  A: 15; B: 5; C: 0; D: 0.9; E: 2; F: .; G: 20; H: 10; I: 97
> COCc1nc(-c2cc(Br)ccc2OC)no1
  A: 17; B: 3; C: -21; D: 0.9; E: -15; F: 1.6; G: 12; H: -3; I: 69
> CCOc1ccc(C2=Nn3c(nnc3-c3ccccc3OC)SC2)cc1
  A: -54; B: -20; C: -2; D: 0.9; E: .; F: 28*; G: -23; H: -73; I: 65
> CC1=Nc2ccccc2NC(=O)C1Sc1nnc(C)s1 (configuration not stated)
  A: 6; B: 0; C: -10; D: 0.9; E: 3; F: .; G: 2; H: 5; I: 95
> CC(=O)Nc1cccc(OC(=O)c2ccoc2C)c1
  A: -14; B: 4; C: -15; D: 0.9; E: 5; F: -0.11; G: 8; H: 11; I: 68
> CC(C)OC(=O)CSc1nnc(-c2ccc(Cl)cc2)n1N
  A: 6; B: -5; C: .; D: 0.8; E: 6; F: -0.02; G: 13; H: -13; I: 66
> O=C(O)CSCCC(=O)Nc1ccc(F)cc1
  A: -2; B: -2; C: 0; D: 1; E: 8; F: -1.9; G: 28; H: -9; I: 95
> CCCCn1c(CNC(=O)CCC)nc2ccccc21
  A: -8; B: -5; C: 1; D: 0.8; E: -3; F: -0.18; G: -6; H: -10; I: 63
> COC(=O)CC1SC(=O)NC1=Nc1ccc(C)cc1 (configuration not stated)
  A: -10; B: -14; C: -3; D: 1; E: 1; F: -0.83; G: 11; H: -10; I: 97
> CC1=C(C#N)C(c2cccnc2)C2=C(CC(C)(C)CC2=O)N1 (configuration not stated)
  A: 24; B: -8; C: 4; D: 0.9; E: 20; F: -0.17; G: -3; H: -4; I: 99
> NC(=O)c1sc2nccc(Nc3ccccc3)c2c1N
  A: -28; B: -4; C: -5; D: 0.9; E: 1; F: -2.1; G: 0; H: 16; I: 133
> CCS(=O)(=O)Nc1ccc(-c2ccc(NS(=O)(=O)CC)c(OC)c2)cc1OC
  A: 16; B: -29; C: -7; D: 0.9; E: -2; F: 0.56; G: 3; H: 14; I: 91
> Cc1cc(C)c(OCC(=O)Nc2cccc(O)c2)cc1C
  A: -10; B: -8; C: -6; D: 0.9; E: 4; F: 0.52; G: -2; H: -6; I: 88
> CC[C@H](C)C(=O)O[C@H]1C[C@@H](C)C=C2C=C[C@H](C)[C@H](CC[C@@H]3C[C@@H](O)CC(=O)O3)[C@H]21
  A: -49; B: -12; C: 2; D: 0.9; E: 13; F: 0.45; G: 11; H: -10; I: 78
> CCCn1c(NCc2ccc(N(C)C)cc2)nc2ccccc21
  A: 4; B: 3; C: -3; D: 0.9; E: -1; F: -3.1; G: 2; H: -8; I: 81
> COc1cc(NC(=O)c2ccc3c(c2)OCO3)c2ncccc2c1
  A: 10; B: -5; C: 3; D: 0.9; E: 3; F: .; G: 9; H: 22; I: .
> CCc1ccc(OCC(O)CN2CCN(c3ccccc3)CC2)cc1 (configuration not stated)
  A: -7; B: -13; C: 2; D: 1; E: -2; F: .; G: 2; H: -4; I: 87
> CC(=O)N=c1c(C#N)cc2c(=O)n3cccc(C)c3nc2n1CC(C)C
  A: 2; B: 2; C: -2; D: 0.9; E: -16; F: 0.11; G: -1; H: -14; I: 86
> COc1ccc(N2CCN(C(=O)c3c(-c4ccccc4)noc3C)CC2)cc1
  A: 23; B: -2; C: -2; D: 0.9; E: 9; F: -0.38; G: 1; H: 18; I: 49
> COc1cccc(OC)c1-c1nn2c(-c3ccco3)nnc2s1
  A: 33; B: 12; C: 2; D: 0.9; E: .; F: .; G: -16; H: 17; I: 34
> Cc1nn(C(C)C(=O)NCC2CCCO2)c(=O)c2cc3occc3n12 (configuration not stated)
  A: -8; B: -11; C: 1; D: 0.9; E: 3; F: 0.013; G: -6; H: -1; I: 126
> O=C(CSc1nnc(C2CCCCC2)n1Cc1ccccc1)NCc1ccco1
  A: 2; B: -7; C: -6; D: 1; E: 6; F: -0.022; G: 13; H: 10; I: 68
> CC(C)(C)C(=O)Nc1ncc(C(F)(F)F)cc1Cl
  A: -6; B: -4; C: 0; D: 0.9; E: 3; F: -0.48; G: -7; H: -3; I: 90
> C/C=C(\C)c1nnc(NC(=O)OCC)s1
  A: -11; B: -12; C: -1; D: 0.8; E: 2; F: 0.51; G: -6; H: 25; I: 132
> COC(=O)CN1C(=O)C(C)(C)Oc2ccc(C(=O)NC3CC3)cc21
  A: 0; B: -8; C: 1; D: 1; E: 6; F: -0.95; G: -26; H: 0; I: 127
> COc1cc(C(=O)Nc2nncs2)cc(OC)c1OC
  A: 0; B: 3; C: -2; D: 1.1; E: 3; F: 0.8; G: 0; H: -2; I: 87
> CCc1ccc(CCC(=O)Nc2ccc(C)c(C)c2)o1
  A: 19; B: -2; C: -12; D: 0.7; E: 9; F: -0.079; G: 1; H: 56*; I: 96
> CSc1nc(SCC(=O)NCc2ccco2)c2c3c(sc2n1)COC(C)(C)C3
  A: 6; B: -12; C: .; D: 0.9; E: 10; F: 2.3; G: 10; H: 13; I: 46
> c1csc(-n2nc3ccccc3n2)c1
  A: -6; B: -10; C: -2; D: 0.9; E: 4; F: 2.6; G: -15; H: 18; I: 102
> Cn1c(=O)oc2cc(S(=O)(=O)NCCC(=O)NCCc3ccccc3)ccc21
  A: -14; B: -8; C: -2; D: 1; E: 7; F: .; G: -1; H: 8; I: 99
> C=C(C)CSC1=C(C#N)C(c2ccccc2Cl)CC(=O)N1 (configuration not stated)
  A: -17; B: -3; C: 0; D: 0.9; E: 4; F: .; G: 2; H: 22; I: 85
> Cc1cc(C)n(-c2ccc(C(=O)OCc3nnc(-c4ccccc4)o3)cc2)n1
  A: 17; B: 4; C: .; D: 0.9; E: 1; F: 0.69; G: 7; H: -10; I: 100
> COc1ccc(Nc2cc(C)nc(-n3nc(C)cc3C)n2)cc1
  A: -43; B: 24; C: 1; D: 1; E: .; F: 7.4*; G: -17; H: -54; I: 44
> O=C(OCc1csc(-c2ccccc2)n1)c1cccs1
  A: 31; B: -8; C: -4; D: 0.8; E: -14; F: 0.34; G: -5; H: 43; I: 51
> COc1cccc(N(C(C)=O)c2nc(C)cc(C)c2C#N)c1
  A: -18; B: -5; C: -7; D: 0.9; E: -1; F: -0.15; G: 3; H: -3; I: 95
> Cc1nnc(-n2cnc3ccccc32)c2ccccc12
  A: -12; B: -18; C: -1; D: 0.9; E: 6; F: 0.44; G: 3; H: -5; I: 75
> COC(=O)c1cc2ccc(OC)c(OC)c2c(=O)s1
  A: 19; B: 9; C: 1; D: 0.9; E: 3; F: .; G: 1; H: 1; I: 54
> COc1ccc(-c2ccc(-c3noc(-c4cccc(OC)c4)n3)c(OC)n2)cc1
  A: 6; B: -1; C: -2; D: 1; E: 0; F: -0.56; G: -3; H: -9; I: 51
> CCOc1ccc(Cn2nnc(C(=O)NCc3ccccc3)c2N)cc1
  A: 10; B: -8; C: 0; D: 0.9; E: -9; F: 0.83; G: 3; H: -6; I: 89
> NC(=O)NC(=O)CSc1cccc(C(F)(F)F)c1
  A: 4; B: -5; C: 1; D: 0.9; E: 3; F: -0.22; G: -7; H: -6; I: 94
> CCCCC(=O)Nc1ccc(NC(=O)c2ccc3c(c2)OCO3)cc1OC
  A: 19; B: -16; C: -4; D: 1; E: 11; F: -0.67; G: -2; H: 11; I: 91
> CCOc1ccc2nc(NCCO)[nH]c2c1
  A: 2; B: -2; C: -1; D: 0.9; E: 8; F: -0.14; G: -10; H: 2; I: 117
> CC(=O)N(CC1CCCO1)c1nnc(-c2ccccn2)s1 (configuration not stated)
  A: 7; B: -1; C: -3; D: 0.9; E: 1; F: -0.1; G: -8; H: 20; I: 106
> COc1cc(C(=O)N2CCN(c3ncnc4sc(C)c(C)c34)CC2)cc(OC)c1OC
  A: -22; B: -6; C: 0; D: 0.9; E: -1; F: -0.48; G: -19; H: -33; I: 88
> Cc1cc(C)c2c(CC(=O)N(CCC#N)Cc3cccnc3)coc2c1
  A: -17; B: -1; C: -7; D: 0.9; E: -1; F: 0.056; G: 12; H: 3; I: 75
> CC(NC(=O)c1ccccc1)C(=O)NC1=NCCS1 (configuration not stated)
  A: 4; B: -6; C: -3; D: 0.9; E: 4; F: -0.27; G: -9; H: -3; I: .
> Nc1nc(CSc2ncn(-c3ccccc3)n2)cs1
  A: 44; B: -9; C: -4; D: 0.9; E: 1; F: -0.18; G: 10; H: 59*; I: 67
> O=C(NCC1CCCO1)C1CCN(C(=O)c2ccc(Cl)cc2)CC1 (configuration not stated)
  A: -11; B: -5; C: -8; D: 1; E: 6; F: -0.37; G: 33; H: 26; I: 109

Sorted by count of non-hydrogen atoms (smallest number first): part of the list above.
Key to letters: A = RORA act; B = Cdc25B block; C = Hsp90 inh; D = TNAP act mid DEA; E = FXIIa mix inh; F = D1 allo mod; G = MKP-1 inh; H = SF1 activator; I = HER2 expr 66K
> CCOc1ccc2nc(NCCO)[nH]c2c1
  A: 2; B: -2; C: -1; D: 0.9; E: 8; F: -0.14; G: -10; H: 2; I: 117
> NC(=O)NC(=O)CSc1cccc(C(F)(F)F)c1
  A: 4; B: -5; C: 1; D: 0.9; E: 3; F: -0.22; G: -7; H: -6; I: 94
> Nc1nc(CSc2ncn(-c3ccccc3)n2)cs1
  A: 44; B: -9; C: -4; D: 0.9; E: 1; F: -0.18; G: 10; H: 59*; I: 67
> CC(=O)N(CC1CCCO1)c1nnc(-c2ccccn2)s1 (configuration not stated)
  A: 7; B: -1; C: -3; D: 0.9; E: 1; F: -0.1; G: -8; H: 20; I: 106
> O=C(NCC1CCCO1)C1CCN(C(=O)c2ccc(Cl)cc2)CC1 (configuration not stated)
  A: -11; B: -5; C: -8; D: 1; E: 6; F: -0.37; G: 33; H: 26; I: 109
> CCOc1ccc(Cn2nnc(C(=O)NCc3ccccc3)c2N)cc1
  A: 10; B: -8; C: 0; D: 0.9; E: -9; F: 0.83; G: 3; H: -6; I: 89
> CCCCC(=O)Nc1ccc(NC(=O)c2ccc3c(c2)OCO3)cc1OC
  A: 19; B: -16; C: -4; D: 1; E: 11; F: -0.67; G: -2; H: 11; I: 91
> COc1ccc(-c2ccc(-c3noc(-c4cccc(OC)c4)n3)c(OC)n2)cc1
  A: 6; B: -1; C: -2; D: 1; E: 0; F: -0.56; G: -3; H: -9; I: 51
> COc1cc(C(=O)N2CCN(c3ncnc4sc(C)c(C)c34)CC2)cc(OC)c1OC
  A: -22; B: -6; C: 0; D: 0.9; E: -1; F: -0.48; G: -19; H: -33; I: 88
